GPR35 antagonists – GPR35 antagonists blocking zaprinast-driven arrestin recruitment, primary screen, imaging, U2OS, beta-arrestin-GFP, zaprinast agonist (AID 2058); U2OS GPR35 beta-arrestin-GFP translocation imaging, zaprinast antagonism; higher % means a stronger effect; inhibition, % at 10 µM, or IC50 in µM where a hit was titrated; actives 0.052% (n = 290,000); G-protein coupled receptor 35 (Homo sapiens);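 active = inhibition of at least 50% with at least 30 cells and total cytoplasm GFP at most 10,000,000; inconclusive = under 30 cells or total GFP of 10,000,000 plus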
RSV antiviral HEp-2 – RSV antiviral activity via CPE protection, HEp-2 cells, primary 10 µM value included (AID 2391); HEp-2 cells, RSV-induced CPE inhibition; higher % means a stronger effect; one-dose CPE inhibition, % at 10 µM; IC50 in µM for titrated hits; actives 0.13% (n = 310,000); in the data active = a potency from the dose series; inconclusive = CPE inhibition mostly from about 23% at the one dose, without a potency; inactive = the rest, 99 in 100 with CPE inhibition below about 21%; also: strong numbers were not always called active
NS5 inhibitors – Dengue-2 NS5 methyltransferase inhibitors, primary screen, biochemical, confirmation dose response (AID 588689). Dengue-2 NS5 methyltransferase capping enzyme assay, biochemical; higher % means a stronger effect. inhibition, % at 25 µM, or IC50 in µM where a hit was titrated. actives 0.3% (n = 340,000); in the data active = a potency from the dose series; inconclusive = inhibition above about 29% without an active follow-up result
LYP phosphatase – inhibitors of LYP phosphatase, biochemical, fluorescence intensity, uHTS (AID 1779); actives 0.054% (n = 290,000); recombinant LYP phosphatase, fluorescence intensity; higher % means a stronger effect; inhibition, % at 11.5 µM; hits with a dose series show IC50 in µM; Tyrosine-protein phosphatase non-receptor type 22 (Homo sapiens); in the data active = inhibition above about 50%;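 also: plate controls were vehicle with enzyme for no effect and no enzyme for full effect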
AID2073 – inhibitors of Mint1-CaV2.2 protein interaction, biochemical, HTRF (AID 2073); Voltage-dependent N-type calcium channel subunit alpha-1B (Homo sapiens); HTRF protein-protein interaction, Mint1-CaV2.2; higher % means a stronger effect; inhibition, % at 20 µM, or IC50 in µM where a hit was titrated; actives 0.19% (n = 290,000); in the data active = inhibition mostly above about 51%, no sharp cut-off; inconclusive = no clear call, values can overlap the other calls; inactive = mostly below about 53%; also: some results filed as inactive read as strong as hits
WT yeast gro inh – growth inhibition of WT strain, primary screen, mitochondrial fusion inhibitor project, WT and mutant strains, chemical genetic. mitochondrial fusion phenotypic screen. inhibition, % at 10 µM. actives 2.1% (n = 190,000). AID 1362, 2008; in the data active = inhibition above about 58%; tested in S. cerevisiae
Autophagy mod – autophagy modulators in MEF cells, primary screen, imaging, high-content, MEF GFP-LC3 | MEF GFP-LC3 puncta imaging; test concentration mostly 10 µM | calls only at 10 µM (by protocol) | actives 0.98% (n = 190,000);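 active = percentage of spot-positive cells more than 3 SD above its plate mean, without a fluorescence outlier flag or 80% toxicity; inconclusive = no clear call, values can overlap the other calls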;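 also: spot-positive cell cutoff set from DMSO-treated cells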
NTR1 agonist – agonists of NTR1, primary screen, imaging, U2OS cells, beta-arrestin-GFP, high content (AID 493036). NTR1-U2OS beta-arrestin-GFP spot imaging, agonist mode. activation, % at 20 µM. actives 0.17% (n = 330,000);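 active = activation at or above 40% of the spot to cytoplasm intensity ratio, with at least 20 cells analyzed; inconclusive = wells under 20 cells, flagged as cytotoxic or low count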;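 also: 0% = DMSO without peptide and 100% = 100 nM NTR1 peptide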
Target sequence (P30989 whole entry, looked up): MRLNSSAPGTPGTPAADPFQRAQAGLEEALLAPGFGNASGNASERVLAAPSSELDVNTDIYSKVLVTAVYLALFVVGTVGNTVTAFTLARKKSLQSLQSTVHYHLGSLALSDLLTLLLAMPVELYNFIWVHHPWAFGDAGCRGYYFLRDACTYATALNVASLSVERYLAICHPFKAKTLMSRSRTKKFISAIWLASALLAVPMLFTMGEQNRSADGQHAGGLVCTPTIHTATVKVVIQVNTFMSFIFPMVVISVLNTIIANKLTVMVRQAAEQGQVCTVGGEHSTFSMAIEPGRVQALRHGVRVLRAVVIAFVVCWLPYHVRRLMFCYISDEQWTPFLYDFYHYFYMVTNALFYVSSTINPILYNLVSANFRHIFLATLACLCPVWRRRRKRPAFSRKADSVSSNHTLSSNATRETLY
K1F lysis inhibition – inhibition of K1F phage lysis, E. coli UTI89, bacterial capsule biogenesis inhibitors, alamar blue (AID 488966) | E. coli UTI89 K1F phage lysis, alamar blue, 2 h; higher % means a stronger effect | inhibition, % at 100 µM, or IC50 in µM where a hit was titrated | actives 0.02% (n = 340,000);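 active = phage lysis inhibition, versus mean bacterial control, above a set limit; inconclusive = no clear call, values can overlap the other calls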;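 also: capsule biogenesis inhibitors block K1F phage lysis so surviving cells raise fluorescence; higher fluorescence means more inhibition of phage lysis; actives were called in the ten point dose series up to 300 µM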
WT yeast gro inh mutant strain – further read-out of WT yeast gro inh, marked with its call; inhibition, %; mitochondrial fusion phenotypic screen, mutant strain inhibition
Autophagy mod cell loss 18 h – second read-out of Autophagy mod, no call of its own (marks repeat the call); toxicity, %; measured here: cell loss, nuclei count;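 cell loss after 18 h compound exposure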
NTR1 agonist cell count 20 µM – also measured in NTR1 agonist; calls as there; cell count; measured here: cell count, cytotoxicity flag
NS5 inhibitors pilot replicate – also measured in NS5 inhibitors; calls as there; inhibition, %; measured here: pilot screen replicate inhibition
The depositor's hits bear a star; i = inactive; ? = inconclusive; · = no result given; & = joins results of further samples; [ ] = dose if it differs, or a comment. The list is partial (hit frequency here may not be typical).

SMILES	GPR35 antagonists	RSV antiviral HEp-2	NS5 inhibitors	LYP phosphatase	AID2073	WT yeast gro inh	WT yeast gro inh mutant strain	Autophagy mod	Autophagy mod cell loss 18 h	NTR1 agonist	NTR1 agonist cell count 20 µM	K1F lysis inhibition	others
CN1C(=O)NC(=O)/C(=C/c2ccc([N+](=O)[O-])s2)C1=O	14.9%	?	17.4µM*	-6.4%	23.7%	·	·	·	·	-0.4	51	-2.3%
CCOC(=O)c1c(/N=C/C2C(=O)NC(=S)NC2=O)sc(C)c1C	1.5%	-0.8%	·	1.3%	32.2%	3.2	1.6	i	-7.5	-0.6	75	·
CCCCn1c(=O)c(C(=O)NCc2ccncc2)c(O)c2ccccc21	18.3%	-0.5%	0.5%	1.6%	5.9%	1.3	-13.6	i	1.1	1.6	39	3.0%
CC(C)c1ccc(N=Nc2c(O)[nH]c(=O)[nH]c2=O)cc1	-3.0%	10.4%	·	-10.2%	9.8%	·	·	·	·	-0.2	43	·
COC(=O)C(O)(c1c(C)[nH]c2ccccc12)C(F)(F)F (stereo not given)	5.8%	15.1%	-2.1%	-1.1%	16.0%	1.0	28.4	i	-7.7	1.4	38	-0.6%
Cc1ccccc1-n1c(O)c(/C=N/c2nccs2)c(=O)[nH]c1=O	-1.2%&0.5%	-1.1%&0.8%	-3.6%&-17.2%	-4.4%&-2.2%	11.0%&1.3%	-16.7&-8.1	2.5&-15.8	i	-0.4&8.9	0.6&0.9	41&80	-0.4%&0.3%
CCN1/C(=C\C=C\C2=[N+](CC)c3ccccc3C2(C)C)C(C)(C)c2ccccc21	?	-0.1%	?	1.6%	18.2%	89.2	92.3	?	·	-4.9	89	7.0%
O=C(c1ccc2c3c(cccc13)CC2)C1CCCN(Cc2ncc[nH]2)C1 (stereo not given)	13.4%	-1.4%	-8.6%	-5.8%	10.3%	7.2	-2.2	i	-13.9	3.9	51	i
N#Cc1cc2c(nc1SCC(=O)Nc1ccc(Cl)cc1)C1CCN2CC1	-1.2%	0.1%	-7.2%	0.0%	-6.3%	-6.0	-0.8	i	12.7	0.3	52	0.4%
CC(C)N1CCN(Cc2c[nH]c3ccccc23)CC1CCO (stereo not given)	1.6%	1.3%	-8.2%	-4.0%	-3.0%	·	·	·	·	-0.8	70	-0.1%
COC(=O)C1=C(c2ccc(Cl)c(C(F)(F)F)c2)C[C@@H]2CC[C@H]1N2C(=O)N1CCC(C)CC1	·	6.3%	-4.0%	·	·	·	·	·	·	1.3	44	0.7%
CN1CCN(S(=O)(=O)c2ccc(Cl)nc2)CC1	-13.7%	0.9%	2.2%	-0.3%	8.0%	-16.8	2.4	i	1.8	-0.7	47	1.5%
CC(=NCCN1CCOCC1)c1c(O)n(C2CCCCC2)c(=O)[nH]c1=O	3.9%	0.6%	6.9%	-8.3%	-1.2%	4.5	8.8	i	2.2	0.1	95	-0.6%	NS5 inhibitors pilot replicate=0.9
CCN1C(=O)CC(c2cccnc2)=Nc2ccccc21	3.0%	-1.3%	-4.8%	-6.7%	-2.9%	-10.6	-25.1	i	-20.0	-0.3	41	-0.3%
O=[N+]([O-])c1cccc(CN2CCN(Cc3ccc(Br)cc3)CC2)c1	4.6%	5.1%	-9.8%	-3.8%	22.7%	48.7	43.7	i	14.5	0.2	70	-0.2%
Cc1c(C)c2ccc(OCC(=O)N3CCC(C(=O)O)(c4ccccc4)CC3)c(C)c2oc1=O	-5.2%	-0.2%	-4.2%	-5.6%	21.4%	·	·	·	·	3.5	81	0.8%
CCCCn1c(O)c(/C=N/NC(=O)c2ccncc2)c(=O)[nH]c1=S	1.9%	0.8%	-0.8%	3.0%	11.6%	·	·	·	·	-0.1	61	0.4%
COc1ccc(C2(C#N)CCN(C)CC2)cc1	-5.5%	-0.1%	-0.7%	-7.7%	2.5%	-12.4	-17.1	i	2.8	1.6	50	0.4%[50 µM]
Cc1nn(CCC#N)c2c1P(=S)(N1CCCC1)OC(c1ccc(F)cc1)=N2 (stereo not given)	-8.6%	1.1%	-4.8%	-6.8%	-22.9%	-0.3	-3.9	i	15.7	0.2	57	2.7%
CC(=NCCCn1ccnc1)c1c(O)n(C)c(=O)n(C)c1=O	-1.6%	1.1%	-4.8%	-0.8%	-0.4%	-6.2	13.3	i	0.5	-1.2	68	0.6%
Cc1nn(Cc2ccccc2Cl)c(Cl)c1C(=O)OCC(=O)NC(=O)NC1CCCCC1	2.6%	3.2%	-6.2%	10.5%	-3.2%	22.8	-6.8	i	5.7	4.3	41	2.1%
O=C1NC(=O)C(C/C=C/c2ccccc2)C(=O)N1	-3.8%	0.8%	3.4%	-2.4%	4.7%	-1.0	4.8	i	-10.2	1.0	59	-0.3%
COC1=C(C)C(=O)O[C@]12C(=O)C(C)=C1CCCCN3[C@H]([C@@H]4C[C@H](C)C(=O)O4)CC[C@]132	·	3.2%	9.2%	·	·	·	·	·	·	-0.4	60	0.8%
Cc1ccc(-n2c(O)c(C=NCCN(C)C)c(=O)[nH]c2=O)cc1	-1.0%	3.3%	-8.0%	-6.9%	14.1%	-13.9	0.9	i	7.2	0.1	78	0.0%
O=C(O)C12C3CCCC1C32c1ccccc1 (stereo not given)	-0.1%	1.5%	1.3%	0.6%	2.9%	18.7	45.9	i	5.8	1.0	89	0.3%
CC(C(N)=O)N1CC(c2ccc(Cl)cc2)CC1=O (stereo not given)	7.9%	0.0%	-0.7%	-9.3%	-1.1%	-6.3	-15.5	i	5.5	0.0	48	0.2%
N/C(=N\[N+](=O)[O-])N1CCN(C(=O)Oc2ccccc2)CC1	14.5%	1.3%	-5.9%	-9.1%	8.4%	·	·	·	·	-0.6	91	0.1%
O=C(O)COc1ccccc1	·	3.9%	-8.0%	·	·	·	·	·	·	-1.9	64	-1.0%
C=C1C(=O)O[C@H]2C[C@@H](C)[C@@H]3C=CC(=O)[C@@]3(C)C[C@H]12	-15.7%	-4.0%	·	-5.0%	-10.3%	·	·	·	·	1.5	55	·
CCn1ccnc1CN1CCCC(C(=O)c2cccc(C(F)(F)F)c2)C1 (stereo not given)	-0.5%	4.7%	-0.9%	-4.7%	-6.1%	11.1	17.4	i	12.8	1.6	67	0.5%

Gathered by group: the entries above with a nitro group on carbon.
SMILES	GPR35 antagonists	RSV antiviral HEp-2	NS5 inhibitors	LYP phosphatase	AID2073	WT yeast gro inh	WT yeast gro inh mutant strain	Autophagy mod	Autophagy mod cell loss 18 h	NTR1 agonist	NTR1 agonist cell count 20 µM	K1F lysis inhibition	others
CN1C(=O)NC(=O)/C(=C/c2ccc([N+](=O)[O-])s2)C1=O	14.9%	?	17.4µM*	-6.4%	23.7%	·	·	·	·	-0.4	51	-2.3%
O=[N+]([O-])c1cccc(CN2CCN(Cc3ccc(Br)cc3)CC2)c1	4.6%	5.1%	-9.8%	-3.8%	22.7%	48.7	43.7	i	14.5	0.2	70	-0.2%

(list continues)
SMILES	GPR35 antagonists	RSV antiviral HEp-2	NS5 inhibitors	LYP phosphatase	AID2073	WT yeast gro inh	WT yeast gro inh mutant strain	Autophagy mod	Autophagy mod cell loss 18 h	NTR1 agonist	NTR1 agonist cell count 20 µM	K1F lysis inhibition	others
CCN(CC)c1ccc(CNCCc2ccc(F)cc2)cc1	-9.9%	-3.2%	-7.0%	4.6%	-0.9%	5.2	2.5	i	-9.8	3.1	58	0.6%
Nc1nonc1C(=O)N/N=C/c1ccc([N+](=O)[O-])o1	-10.6%	3.0%	5.4%	-1.7%	41.1%	-2.1	-0.7	i	-4.9	1.4	76	-0.2%
O=C(N/N=C/c1c(O)n(Cc2ccccc2)c(=O)[nH]c1=O)c1ccncc1	9.6%	2.4%	·	-1.4%	16.3%	·	·	·	·	-0.9	49	·
COc1ccc(OC)c(NC2=NCCS2)c1	-5.9%	0.6%	-3.0%	-5.7%	-1.8%	-3.0	-4.7	i	26.7	1.7	56	0.2%
CNC(C(=O)c1ccccc1)C(OC(C)C)c1ccc(Cl)cc1 (stereo not given)	6.3%	-1.4%	0.8%	-12.2%	-5.4%	9.8	7.0	i	7.1	1.7	83	3.7%
OC(c1ccccc1)(c1ccc(Cl)cc1)C1CN2CCC1CC2 (stereo not given)	6.9%	-0.9%	-5.5%	-9.9%	3.6%	·	·	·	·	-0.4	50	0.6%
c1ccc(C[n+]2ccccc2)cc1	·	1.3%	1.2%	·	·	·	·	·	·	0.7	86	-1.3%
O=c1[nH]c(=O)n(CCC2=CCCCC2)c(O)c1/C=N/N1CCOCC1	0.1%	0.6%	14.6%	-4.4%	-2.9%	·	·	·	·	-0.1	45	0.8%
Cc1ccccc1-n1c(-c2ccco2)nc2ccccc2c1=O	-12.4%	4.1%	-0.8%	0.5%	21.0%	1.2	-3.3	i	9.4	-1.8	85	3.8%
CCCCn1nc(C)c(C(=O)O)c1Cl	-7.9%	-0.2%	-1.6%	-8.4%	-0.9%	·	·	·	·	1.1	67	0.1%
Cn1c(O)c(C(=Nc2ccccc2)SCc2ccc(Cl)cc2)c(=O)n(C)c1=O	-3.4%	·	-23.3%	1.0%	-22.7%	·	·	·	·	0.6	36	1.7%
S=P(Nn1cnnc1)(c1ccccc1)c1ccccc1	-6.6%	2.4%	-1.8%	0.6%	-7.1%	-7.0	6.0	i	-6.6	-2.1	75	0.2%
O=C(Cc1ccccc1)OCc1ccccc1	·	0.1%	-1.5%	·	·	·	·	·	·	2.6	62	0.7%
C=CCC1(Nc2ccccc2)CC(C)N(C)CC1C (stereo not given)	10.4%	1.6%	1.6%	-3.6%	-13.3%	·	·	·	·	-1.3	51	-0.3%
CN1C(=O)C(=Cc2ccc(-c3cccc(Cl)c3)o2)C(=O)N(C)C1=O	-6.8%	1.3%	·	0.5%	16.8%	9.8	3.4	i	11.4	19.1	27	·
CP(=O)(Nc1ccccc1)C(Cl)(Cl)Cl (stereo not given)	15.2%	1.7%	-10.4%	-5.1%	4.9%	8.8	-1.6	i	-1.9	-1.2	53	0.3%
CCCCn1c(=O)c(C(=O)Nc2ccccc2Cl)c(O)c2ccccc21	-4.5%	6.7%	0.0%	3.6%	11.9%	·	·	·	·	3.4	66	0.3%	NS5 inhibitors pilot replicate=-4.9
CN1C(=O)NC(=O)/C(=C/c2ccc([N+](=O)[O-])o2)C1=O	-9.7%	1.9%	·	-6.3%	-11.5%	·	·	·	·	0.5	44	·
CCN(CC)C(=O)c1ccc(NC(=S)NC(=O)CCc2ccccc2)cc1	-14.6%	4.6%	-1.3%	-3.5%	9.9%	·	·	·	·	-0.3	74	0.0%
NS(=O)(=O)c1ccc(-c2ccc(C=C3C(=O)NC(=S)NC3=O)o2)cc1	8.1%	1.2%	·	-4.5%	21.0%	·	·	·	·	-1.5	62	·

Screening results as filed in PubChem.
